# MT1-MMP act inh = blockers of MT1-MMP proenzyme processing, primary screen, HT1080 RFP-PRO-GFP cells, GFP/RFP fluorescence; AID 651647, 2012; Matrix metalloproteinase-14 (Homo sapiens), P50281; hit rate 0.061% among 360,000; GFP/RFP ratio fluorescence, overnight; percent of plate control window, DMSO zero; GFP/RFP ratio change, % at 20 µM;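 active = GFP/RFP ratio change of at least 30% with cell ATP level not reduced by more than half and red fluorescence within 50% of control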; note: strong numbers were not always called active
#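 Assay system: HT1080 RFP-PRO-GFP cells | Dosing: 20 µM single dose, 1% DMSO | Incubation: Cells overnight before dosing, compound overnight, 37 °C, 5% CO2 | Evaluation: GFP/RFP fluorescence ratio | Control set: DMSO-only wells and HT1080 RFP-L50D-GFP cell wells as references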
# STEP inh = STEP phosphatase inhibitors, primary screen, biochemical, fluorescence intensity, uHTS. Tyrosine-protein phosphatase non-receptor type 5 (Homo sapiens), P54829. recombinant STEP, OMFP fluorogenic substrate. inhibition, % at 20 µM. hit rate 0.25% among 360,000. AID 588621, 2011;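 active = inhibition at 20 µM, scaled per plate between control wells, above about 37%, limit read from the data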;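 note: 0% = DMSO with enzyme and substrate and 100% = substrate only without enzyme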
#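 Measure: Control-normalized % inhibition with plate pattern correction | Test system: STEP phosphatase, cell-free reaction | Medium: pH 6.0 Bis-Tris with DTT and Tween 20 | Technique: Fluorescence, 480/540 nm | Times: Reaction 20 min, ambient temperature | Doses: Single compound dose of 20 µM, 1% DMSO final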
# NadD inh = inhibitors of S. aureus NadD, primary screen, biochemical, colorimetric, uHTS; purified NadD enzyme, colorimetric absorbance read-out; inhibition, % at 20 µM; hit rate 0.78% among 360,000; in the data active = inhibition above about 26%; note: some compounds past the cut are filed as inactive
# Rpn11 inh = Rpn11 (PSMD14) deubiquitinase inhibitors, primary screen, biochemical, fluorescence polarization, uHTS. 26S proteasome non-ATPase regulatory subunit 14 (Homo sapiens), O00487. calls only at 20 µM. hit rate 0.59% among 360,000. human 26S proteasome, Ub4-pepOG fluorescence polarization; 20S core pre-blocked with epoxomicin;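 active = inhibition at 20 µM, scaled to each plate's controls, above about 33%, limit read from the data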
# Scp1 inh = Scp-1 phosphatase inhibitors, primary screen, biochemical, colorimetric, uHTS; inhibition, % at 20 µM; Recombinant Scp1, phosphopeptide, malachite green phosphate absorbance; AID 493091, 2011; hit rate 0.88% among 340,000; Carboxy-terminal domain RNA polymerase II polypeptide A small phosphatase 1 (Homo …;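 active = inhibition above about 50% at 20 µM, limit read from the data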;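 note: plate controls were DMSO wells with enzyme for no effect and wells lacking enzyme for full effect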
# Target sequence (Q9GZU7 76-261 limits assumed): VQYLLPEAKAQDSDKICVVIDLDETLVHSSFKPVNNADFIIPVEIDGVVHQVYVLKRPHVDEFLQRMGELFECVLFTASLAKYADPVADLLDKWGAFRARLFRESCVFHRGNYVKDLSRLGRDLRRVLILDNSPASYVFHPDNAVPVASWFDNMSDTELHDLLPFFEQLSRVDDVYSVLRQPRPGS
#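 Test system – truncated SCP-1 phosphatase (76-261aa) · Reagent – Phosphorylated 17-residue peptide substrate · Incubation – 45 min room-temperature reaction, 5 min colour, 30 min stabiliser · Detection – colorimetric phosphate reagent with accelerator and stabiliser, absorbance at 630 nm · Measure – % inhibition at 20 µM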
# DNMT1 block = human DNMT1 methyltransferase inhibitors, primary screen, biochemical, molecular beacon, fluorescence, HinP1I cleavage, uHTS; inhibition (reported as % activation of signal), % at 10 µM; hit rate 0.83% among 360,000; in the data active = inhibition above about 50%
# SUMO1-SIM PPI = modulators of SUMO1 protein-protein interactions, primary screen, biochemical, uHTS; inhibition, % at 20 µM; Small ubiquitin-related modifier 1 (Homo sapiens), P63165; SUMO1 binding to a labelled peptide, TR-FRET, 1 h; hit rate 0.33% among 360,000; in the data active = inhibition above about 37%
# LMPTP block = LMPTP phosphatase inhibitors, primary screen, biochemical, fluorescence intensity, uHTS. recombinant LMPTP-A, OMFP fluorogenic substrate. inhibition, % at 20 µM. hit rate 0.22% among 360,000;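 active = compounds that cut the enzyme signal by at least half of the control window in the single-dose screen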;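 note: plate controls were DMSO wells with enzyme plus substrate for no effect and substrate without enzyme for full effect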
#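 Assay system: LMPTP-A phosphatase enzyme | Input: 0.625 nM enzyme | Also added: Fluorogenic phosphatase substrate OMFP at 400 µM final | Compound dosing: One test concentration per compound, 20 µM, with 3% DMSO overall | Schedule: 50 min enzyme reaction at room temperature, protected from light | Signal: Fluorescence intensity | Benchmarks: no-enzyme and uninhibited controls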
# CendR NRP1 mod = modulators of CendR peptide binding to NRP-1, primary screen, biochemical, fluorescence polarization, uHTS. Neuropilin-1 (Homo sapiens), O14786. FAM-RPARPAR peptide binding to NRP-1. inhibition, % at 25 µM. hit rate 0.85% among 360,000. AID 602438, 2012;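 active = inhibition or corrected inhibition above about 18%, plus a signal ratio from 0.5 to 1.5, limit read from the data, passing the limit was not always enough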; note: strong numbers were not always called active
# Target sequence (O14786 whole entry, looked up): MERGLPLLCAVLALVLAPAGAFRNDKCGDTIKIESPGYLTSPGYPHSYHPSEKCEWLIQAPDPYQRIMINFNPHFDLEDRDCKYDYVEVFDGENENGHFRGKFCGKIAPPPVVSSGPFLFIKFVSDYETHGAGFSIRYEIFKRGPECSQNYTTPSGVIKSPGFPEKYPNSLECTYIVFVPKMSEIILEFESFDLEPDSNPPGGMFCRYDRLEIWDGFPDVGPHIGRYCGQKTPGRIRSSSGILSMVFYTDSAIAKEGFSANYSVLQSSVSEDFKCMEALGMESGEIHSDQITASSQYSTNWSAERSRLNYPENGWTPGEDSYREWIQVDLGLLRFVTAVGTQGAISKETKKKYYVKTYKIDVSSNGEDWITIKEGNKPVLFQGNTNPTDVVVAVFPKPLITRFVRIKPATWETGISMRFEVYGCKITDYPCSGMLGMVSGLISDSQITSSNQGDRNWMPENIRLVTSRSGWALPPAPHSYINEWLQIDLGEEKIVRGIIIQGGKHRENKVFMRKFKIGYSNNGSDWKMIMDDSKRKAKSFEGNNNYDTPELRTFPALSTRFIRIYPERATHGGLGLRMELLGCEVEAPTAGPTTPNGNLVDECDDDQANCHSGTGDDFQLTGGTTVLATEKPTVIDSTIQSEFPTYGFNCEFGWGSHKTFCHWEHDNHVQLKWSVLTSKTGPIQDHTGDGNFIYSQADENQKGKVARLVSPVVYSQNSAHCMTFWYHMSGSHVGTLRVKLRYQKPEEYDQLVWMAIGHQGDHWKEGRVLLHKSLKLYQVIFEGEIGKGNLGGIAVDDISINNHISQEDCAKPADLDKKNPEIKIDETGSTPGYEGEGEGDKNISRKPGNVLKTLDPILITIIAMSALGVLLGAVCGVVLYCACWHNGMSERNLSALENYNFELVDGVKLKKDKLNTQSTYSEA
# SKN-1 block = suppressors of acrylamide-induced Pgst-4::GFP reporter in worms, primary screen, SKN-1 inhibitor project, whole organism, uHTS, GFP/RFP fluorescence ratio, strain VP596. C. elegans VP596 Pgst-4::GFP/RFP ratio, 24 h. inhibition, % at 21.8 µM. hit rate 0.49% among 360,000;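 active = interference check ratio from 0.5 to 1.5 plus GFP to RFP signal ratio inhibition reaching or exceeding a fixed threshold, cut at about 30% in these data, passing the limit was not always enough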; note: some compounds called inactive have numbers as strong as hits
# Starred values were filed as active, the others as inactive; i = inactive; / = not tested or not shown.
SMILES,MT1-MMP act inh,STEP inh,NadD inh,Rpn11 inh,Scp1 inh,DNMT1 block,SUMO1-SIM PPI,LMPTP block,CendR NRP1 mod,SKN-1 block
CS(=O)(=O)N(CC(=O)Nc1cccc(F)c1)Cc1ccccc1,1,-3,-5,i,-2,2,-4,-0.8,4,9
Cc1ccc(Cn2ccsc2=NC(=O)COC(=O)C(C)C)cc1,-3,4,4,i,-8,0,3,-0.4,-2,11
COc1cc2cc(Oc3ccc4ccc(=O)oc4c3)c(=O)oc2cc1O[C@@H]1O[C@H](CO)[C@@H](O)[C@H](O)[C@H]1O,3,1,3,i,24,105*,4,1.8,-49,20
Cc1ccc(S(=O)(=O)Nc2ccccc2C(=O)N2CCCC2)cc1,-6,-2,2,i,-1,3,-6,-0.7,9,7
O=C(NC1CCCCC1)[C@H](O)[C@@H](O)C(=O)NC1CCCCC1,1,6,5,i,-10,0,2,-3.2,10,1
COc1ccc(C(=O)c2c(NC(C)=O)sc3c2CCN(C(=O)OC(C)(C)C)C3)cc1,-7,0,-1,i,-4,-9,-10,-1.4,7,14
COC(=O)[C@]12CCCCC=C1N(CCC1=CCCCC1)C(=O)[C@H](CC(=O)NCc1cccc(C(F)(F)F)c1)C2,-6,/,-2,/,/,/,6,5.8,17,0
Nc1nc2ccc(NC(=O)c3ccco3)cc2s1,4,0,-1,i,-2,-4,1,1.0,-5,10
CC(C)(C)C(=O)c1c(N)[nH]c(C(=O)c2ccccc2)c1-c1ccccc1Br,-2,/,-3,/,/,/,-1,0.4,-12,2
O=C(CCOc1ccccc1)Nc1ccnn1C1CCN(Cc2ccc(O)cc2)CC1,-1,-3,-4,i,-8,2,3,2.1,-7,0

# An excerpt from above, reduced to NadD inh, STEP inh and MT1-MMP act inh:
mol	NadD inh	STEP inh	MT1-MMP act inh
COc1cc2cc(Oc3ccc4ccc(=O)oc4c3)c(=O)oc2cc1O[C@@H]1O[C@H](CO)[C@@H](O)[C@H](O)[C@H]1O	3	1	3
Cc1ccc(S(=O)(=O)Nc2ccccc2C(=O)N2CCCC2)cc1	2	-2	-6

# More results
SMILES,MT1-MMP act inh,STEP inh,NadD inh,Rpn11 inh,Scp1 inh,DNMT1 block,SUMO1-SIM PPI,LMPTP block,CendR NRP1 mod,SKN-1 block
Cc1ccccc1-c1cc(C(=O)NCc2ccco2)nn1CC1CC(c2cccc([N+](=O)[O-])c2)=NO1 (stereo not drawn),1,0,9,i,-10,0,-15,5.7,-11,15
CN(Cc1ccccc1)C(=O)c1ccc(S(=O)(=O)N(C)c2ccccc2)cc1,-2,-2,-4,i,-9,-1,0,-0.6,-1,3
Cc1nc(SCC(=O)N(C)C2(C#N)CCCCC2)c2ccccc2n1,-10,3,2,i,-6,2,1,0.0,-41,7
COc1cc(CC(=O)Nc2cc(S(=O)(=O)N3CCOCC3)ccc2N2CCCC2)cc(OC)c1OC,4,-2,2,i,5,-1,-2,0.0,5,11
C/C(=N\Nc1nc(-c2ccccc2O)nc2ccccc12)c1ccccc1,3,5,5,i,3,1,2,0.8,-1,7
CCOC(=O)N1CCN(Cc2nnc(-c3ccccc3C)o2)CC1,-2,0,-6,i,0,2,8,-1.1,-1,0
CNS(=O)(=O)c1cccc(C(=O)OCC(=O)c2ccc(S(=O)(=O)N3CCCCC3)cc2)c1,8,0,12,i,-8,-14,-1,0.6,-2,1
Cc1ccc(/C=N\NC(=O)Cc2noc3ccccc23)cc1,2,1,-2,i,-5,11,6,-1.8,8,-1
O=C(Nc1cccc(Cn2cccn2)c1)c1cc2c(s1)CCCC2,-1,0,-6,i,-2,-8,-2,0.5,-7,-3
COc1ccc(N2CCN(C(=O)COC(=O)Cc3cccc(OC)c3)CC2)cc1,-1,0,-7,i,-10,0,2,-0.9,6,-4
OCCC1CN(Cc2c(F)cccc2Cl)CCN1C1CCCCC1 (stereo not drawn),5,-3,-10,i,-8,1,-2,-0.4,6,4
CCCS(=O)(=O)NC(=O)C1(C)CCCN(C(=O)C2(c3ccc(Cl)cc3)CCCC2)C1 (stereo not drawn),/,-2,1,i,/,6,1,0.3,-1,13
CCc1ccc(NC(=O)c2ccc3nc(N)sc3c2)cc1,8,-2,-8,i,-12,-4,2,2.7,8,-15
COCOc1ccc(/C=C2/Oc3cc(OCOC)cc(OCOC)c3C2=O)c(OCOC)c1,-8,-3,-3,i,34,18,-15,9.5,-27,8
COc1ccc(C(=O)c2ccc(Cl)cc2)cc1,3,3,1,i,22,-10,1,0.6,-5,19
CCn1cc(CNC(=O)c2ccc(Cl)c([N+](=O)[O-])c2)c(C)n1,5,-3,-2,i,-4,-1,-20,0.7,17,-5
COc1ccc(/C=N/Nc2ncc(Br)cn2)c(OC)c1,-1,15,6,/,57*,20,-6,11,5,-12
CS(=O)(=O)c1ncc(Cl)c(C(=O)Nc2ccc(OC(F)F)cc2)n1,-6,-2,-1,i,3,2,-9,-1.5,-4,-12
COC(=O)c1cn(NC(=O)Cc2ccc(Cl)cc2)c(=O)c2ccccc12,-3,0,-8,i,-12,1,3,0.5,0,5
CN(C)C(=O)c1cccc(-c2cnc3c(NC=O)cc(-c4ccc(C(=O)N5CCOCC5)cc4)cn23)c1,-15,0,4,i,/,5,-22,1.4,-5,0
CC(C)C(OC(=O)CCC(=O)Nc1nccs1)C(=O)NC1CCCCC1 (stereo not drawn),0,3,0,i,3,4,0,3.6,3,-11
CCc1nnc(NC(=O)C2CCCN2S(=O)(=O)c2ccccc2)s1 (stereo not drawn),1,1,0,i,-7,2,0,0.2,15,4
Cc1ccc(C)c2nc(Cl)c(C#N)cc12,2,-1,3,i,-8,2,-4,-0.5,8,7
CC(=O)c1ccc(N(C(=O)CNC(=O)c2ccco2)C(C(=O)NCC2CCCO2)c2ccccc2)cc1 (stereo not drawn),3,12,1,i,0,2,1,0.1,3,-3
COc1ccc(C(=O)NC(=S)Nc2ccccc2N2CCN(S(C)(=O)=O)CC2)cc1OC,11,-1,-8,i,-11,-13,-1,1.3,-8,41*
Cc1cc(NC(=O)COC(=O)c2cccc(S(=O)(=O)N(C)C3CCCCC3)c2)no1,-4,12,-6,i,-9,0,-2,0.9,10,0
O=C(NC1CCSC1=O)c1ccccc1 (stereo not drawn),0,0,2,i,-3,1,3,0.4,14,-1
O=C1CN(C(=O)CSc2nnc(-c3ccccc3)n2Cc2ccc3c(c2)OCO3)c2ccccc2N1,8,4,7,i,-5,-2,2,0.5,4,17
CC(=O)Nc1ccc(NC(=O)CCCc2ccccc2)cc1,2,1,0,i,-5,-2,1,-1.4,-7,-10
Cc1ccc(CNC(=O)c2ccc(N3CCC4(CC3)CC(c3ccccc3)=NO4)c(NC(=O)c3ccc(Br)cc3)c2)cc1,0,6,36*,i,-4,8,5,2.5,0,13
COc1ccc2c(C)cc(N3CCCCCC3)nc2c1,0,0,-2,i,13,-2,6,-2.1,2,13
CCC(=O)n1nc(-c2ccccc2)nc1SCC(=O)Nc1ccc(C)cc1,1,-3,-5,i,-5,2,1,-0.6,-14,-4
Cc1cc(C)n(C(=O)c2ccc(NC(=O)C3CC3)cc2)n1,-2,-4,4,i,22,1,15,-2.0,-2,12
COc1ccc(C(=O)COC(=O)Cn2[nH]c(=O)c3ccccc3c2=O)c(OC)c1,-3,0,-4,i,1,8,4,0.0,-4,-9
CCOc1ccccc1NC(=O)NNC(=O)c1ccc2ccccc2c1,-3,10,3,i,-13,0,-9,-0.7,17,-1
Cc1cccc(-n2ccnc2SCC(=O)c2c(N)n(C3CC3)c(=O)[nH]c2=O)c1C,-6,0,-6,i,-5,0,11,0.4,-4,2
O=C(NCc1ccc(Cl)c(Cl)c1)c1cc(C2CCCCN2C(=O)C2CCCCC2)on1 (stereo not drawn),-7,2,7,i,/,-7,-3,5.7,-12,4
C=CCSc1nnc(NC(=O)COc2ccccc2)s1,-1,-2,-4,i,-12,0,-2,0.6,9,7
CCCS(=O)(=O)N1CCCC(C(=O)NCCN(CC)c2ccccc2)C1 (stereo not drawn),-2,2,-4,i,-3,-8,-2,-0.4,-2,8
CC(N)(C(=O)O)c1cccc(OCc2cccc(Cl)c2)c1 (stereo not drawn),-6,-3,-3,i,-4,2,-1,-2.3,-1,-8
Cc1nc2ccccc2nc(C)c1=NO,-1,-1,-1,i,-4,0,0,-1.0,0,-2
O=C(CN1CCOc2ccccc21)NC1CCN(Cc2ccccc2)CC1,0,2,-5,i,-4,-1,11,-1.6,0,8
Cc1nc(NC(=O)COC(=O)/C=C/c2ccco2)c(Cl)cc1Cl,-2,0,-1,i,27,49,-3,0.7,-30,7
COc1cc(N(C)C)c([N+](=O)[O-])cc1C(=O)N1CCOCC1,-4,-1,3,i,-6,1,-10,-1.3,0,1
CCOC(=O)N1CCN(c2ccc(S(=O)(=O)N3CCOCC3)cc2[N+](=O)[O-])CC1,4,1,-4,i,-6,-1,-32,0.3,5,5
COc1ccc(C(CNC(=O)c2cc3ccccc3o2)N2CCCC2)cc1 (stereo not drawn),-3,0,-4,i,-8,-1,4,-0.3,-1,0
Cc1cc(C(=O)Nc2c(C)n(C)n(-c3ccccc3)c2=O)cs1,-2,18,0,i,-8,2,4,-1.0,3,2
O=S(=O)(NCc1ccccn1)c1ccc(Cl)s1,4,0,2,i,2,1,1,-0.7,2,-2
Cc1ccccc1NC(=O)c1csc2c1CCCC2,-5,1,-3,i,1,4,6,0.5,-10,17
O=C(CCn1c(=O)c2ccccc2n(CC(=O)N2CCN(c3ccccc3)CC2)c1=O)NCc1ccco1,2,1,-4,i,-10,1,3,-0.2,-8,-8
COc1ccc(NC(=O)CN(C)C(=O)CCc2ccccc2)cc1,-2,-3,-5,i,-1,3,-1,0.5,-11,3

# Screening results: PubChem BioAssay, Sanford-Burnham Center for Chemical Genomics
